Chronic BCR inh: blocks chronic active B-cell receptor signaling; 0.05% of 340,000 active; Potency, µM (top dose mostly 46.1 µM), for the others: top-dose ratio change, negative = lower green/red ratio, hits mostly inhibitors; ABC-DLBCL IkBa-CBG/CBR reporter, luminescence ratio, 4 h; active means well fitted inhibition curve with a large enough effect in the signal ratio, with a control signal flat, not every such curve was filed as active; inconclusive means small, poorly fitted or top-dose-only effect, or effect the other way, or a change in a side signal; the % refers to the signal ratio;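 further: potency means the concentration at half of the fitted maximal effect; plate controls were basal doxycycline-induced cells for no effect and cells given 10 µM MG132 for full effect; MG132 reads +100%, hits lower the ratio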
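Doxycycline induced both beetle luciferases in TMD8 lymphoma cells; IKK-driven degradation limits the IkappaBalpha-fused green signal, while red luminescence normalises for cell number and nonspecific effects. Compounds tested up to 46 uM, 4 hrs.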
Tb PFK inh: inhibitors of T. brucei phosphofructokinase; T. brucei PFK, ADP-Glo luminescence; Potency, µM (highest dose often 57.5 µM), for inactives: at the top dose activity, negative = inhibition, most hits filed as inhibitors; 0.17% of 330,000 active;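 further: potency means the concentration at half of the fitted maximal effect; 0% = uninhibited 1x PFK enzyme wells and -100% = no-enzyme wells; nearly all actives have a fitted effect of over 60% in size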
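ADP-Glo luminescence quantified ADP after 45 min at room temperature, with 1.25 nM T. brucei PFK, 0.1 mM ATP and 0.5 mM fructose-6-phosphate in pH 8.0 TEA buffer. qHTS titrations up to 57 µM; curves classified by quality.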
TSHR antagonist: antagonists of human thyroid stimulating hormone receptor | TSHR-expressing cells, TSH-stimulated cAMP HTRF, 2 h; active compounds read low | 0.2% of 330,000 active | P16473 | activity change, negative = inhibition, % at 11.5 µM;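 active means activity change below a set negative limit, meaning inhibition stronger than a set level, cut at about -70% in these data; inconclusive means activity change between two set negative limits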; further: on the % scale 0 is the no-effect control and ±100 the full control effect
Target sequence (P16473 whole entry, looked up): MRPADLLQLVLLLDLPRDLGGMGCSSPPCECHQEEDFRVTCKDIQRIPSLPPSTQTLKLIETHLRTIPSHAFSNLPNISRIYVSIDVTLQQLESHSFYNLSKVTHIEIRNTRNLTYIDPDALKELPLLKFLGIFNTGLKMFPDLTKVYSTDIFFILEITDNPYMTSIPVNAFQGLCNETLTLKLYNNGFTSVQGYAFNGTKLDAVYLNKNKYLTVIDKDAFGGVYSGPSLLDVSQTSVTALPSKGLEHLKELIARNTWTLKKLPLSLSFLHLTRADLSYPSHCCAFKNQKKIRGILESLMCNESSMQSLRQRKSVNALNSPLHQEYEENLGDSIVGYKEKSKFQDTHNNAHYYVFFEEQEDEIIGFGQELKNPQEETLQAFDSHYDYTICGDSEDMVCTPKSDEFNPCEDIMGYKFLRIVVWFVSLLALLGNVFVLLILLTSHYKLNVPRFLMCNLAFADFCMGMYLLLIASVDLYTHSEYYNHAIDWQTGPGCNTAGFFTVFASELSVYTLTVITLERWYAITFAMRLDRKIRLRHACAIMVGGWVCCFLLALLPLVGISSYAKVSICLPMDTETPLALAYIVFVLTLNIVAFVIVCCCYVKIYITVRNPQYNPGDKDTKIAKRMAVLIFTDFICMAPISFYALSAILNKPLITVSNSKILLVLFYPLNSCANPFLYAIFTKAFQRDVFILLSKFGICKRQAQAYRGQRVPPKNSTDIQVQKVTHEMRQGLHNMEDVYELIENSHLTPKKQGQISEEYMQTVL
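Cell-based HTRF cAMP assay; TSHR cells + compound, TSH EC80 (4nM final), 2 h, 37 deg C. Lysis with anti-cAMP cryptate and cAMP-d2, 30 min RT, read 665/620 nm.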
TSG101-PTAP inh: blocks PTAP/TSG101 interaction to inhibit HIV-1 budding | Q99816 | Fluorescence polarization, FITC-PTAP peptide / Tsg101 binding | Potency, µM (titrated, usually from 115 µM), without a hit: top-dose activity change, negative = inhibition, actives largely listed as inhibitors | 340,000 tested, under 10 active | AID 493005; active means well fitted inhibition curve with a large enough effect in the main read-out, with a control signal flat, not every such curve was filed as active; inconclusive means small, poorly fitted or top-dose-only effect, or effect the other way, or a change in a side signal; inactive means no such curve, though single readings can be large or run the other way; further: potency means the concentration at half of the fitted maximal effect; % of control where 0% means no effect
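Steps: Tsg101 binding domain dispensed (10 uM final), compounds pinned in DMSO, FITC-labeled PTAP-motif peptide added (50 nM final); after 20 min binding at room temperature, polarization measured.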
ASM inhibitor: blocks human secretory acid sphingomyelinase; placental ASM, HMU-PC fluorogenic substrate, 60 min; P17405; AID 504937; Potency, µM (top dose mostly 57.5 µM), for inactives: at the highest dose activity change, negative = inhibition, most hits filed as inhibitors; 0.006% of 340,000 active; further: potency means the concentration at half of the fitted maximal effect
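Steps: dispense placental human ASM, pin compound, wait 10 min at room temperature, add HMU-PC0 substrate at 9 uM final, incubate 60 min at 37 °C, add stop solution raising pH to 10, read fluorescence.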
TCR act: T cell receptor activation; primary human leukocytes, anti-CD3, IL-2 HTRF, 48 h; 330,000 tested, under 10 active; AID 504894; Potency, µM (doses to about 9.22 µM), inactives show top-dose activation of IL-2 secretion, hits mostly activators; further: % of control where 0% means no effect
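IL-2 produced over 48 hr by a-CD3 bead-stimulated primary human leukocytes exposed to compounds was detected with a homogeneous time-resolved FRET immunoassay, 665nm acceptor signal after 320nm excitation.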
Integrin act MD: activates integrin-mediated alleviation for muscular dystrophy | alpha7betagal myoblasts, beta-gal FDG fluorescence, 48 h | Potency, µM (series often up to 38.3 µM), for the others: at the highest dose activation, actives largely listed as activators | 0.064% of 350,000 active;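 further: potency means the concentration at half of the fitted maximal effect; 100% = response of the positive control SU9516; nearly all actives have a fitted effect of over 60% in size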
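alpha7betagal+/- myoblasts (passage 13, 250/well) treated 48 h at 37C with compounds at 1:260 dilution of DMSO stock. Lysed, then beta-galactosidase activity read as FDG fluorescence (ex 480/em 540) after 30 min, with pre-read for autofluorescence.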
AT treatment: potential ataxia-telangiectasia treatment | […] A-T fibroblasts, KAP-1 phosphorylation AlphaLISA; neocarzinostatin DNA damage 30 min before lysis | Potency, µM (highest dose often 57.5 µM), without a hit: at the highest dose activation, usual class: activators | 0.19% of 320,000 active; further: potency means the concentration at half of the fitted maximal effect; % of control where 0% means no effect; nearly all actives have a fitted effect of over 45% in size
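ATM-like activity read as KAP-1 phosphorylation via AlphaLISA donor/acceptor antibody pairs after lysis and 6 hr at 25C. Cells were ATM-null patient fibroblasts ([…], hTERT), dosed 60 min, then exposed to the DSB inducer NCS for 30 min.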
Eya2 inh: inhibitors of human Eya2 phosphatase activity; AID 488837; 0.006% of 330,000 active; Potency, µM (series often up to 76.9 µM), inactives show top-dose activity, negative = inhibition, most hits filed as inhibitors; recombinant Eya2, OMFP fluorescence dephosphorylation (OMFP is methylfluorescein phosphate); further: potency means the concentration at half of the fitted maximal effect; on the % scale 0 is the no-effect control and ±100 the full control effect
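Eya2 (0.2 uM) preincubated 10 min at ambient with compound, then OMFP substrate added at 50 uM; 10 min reaction in 50 mM HEPES pH 7.5, 50 mM NaCl, 5 uM MgCl2, 0.05% BSA, 1 mM DTT. Fluorescence read at Ex 485/Em 525 nm.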
Mito fusion act: inhibitors of mitochondrial division or activators of mitochondrial fusion | S. cerevisiae fusion-defective mutant growth rescue, CellTiterGlo 48 h | Potency, µM (top dose mostly 46.1 µM), for inactives: at the top dose growth rescue (activation), hits mostly activators | 0.23% of 320,000 active | AID 485298;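 further: potency means the concentration at half of the fitted maximal effect; % of control where 0% means no effect; nearly all actives have a fitted effect of over 45% in size; temperature-sensitive fusion mutants such as fzo1-1 at 37 °C on non-fermentable ethanol glycerol medium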
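Yeast fusion mutant, YPEG (non-fermentable carbon), compound, 48 h at 37C non-permissive; CellTiterGlo added, 10 min RT, luminescence read. Rescued growth = division inhibition.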
ELG1 DNA repair: inhibitors of ELG1-dependent DNA repair in HEK293T cells; HEK293T ELG1-luciferase reporter, luminescence, 16 h; DNA damage induced by 5-fluorouridine; 2.3% of 330,000 active; Potency, µM (titrated, usually from 46.1 µM), without a hit: top-dose activity change, negative = inhibition, hits mostly inhibitors; AID 504467; further: potency means the concentration at half of the fitted maximal effect; on the % scale 0 is the no-effect control and ±100 the full control effect; nearly all actives have a fitted effect of over 55% in size
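Step one: seed 2,000 cells per well. Step two: pin-transfer compound or DMSO alongside 5-fluorouridine. Step three: incubate 16 hr, 37 °C, 5% CO2. Step four: add ONE-Glo, wait 30 min, read luminescence.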
* = called active by the depositor; ? = inconclusive; . = not tested or not shown; [ ] = remark or other dose. Unless noted, the call rests on the fitted dose curve; in most records, active means well fitted curve in the direction sought with a large enough effect; inconclusive means small, poorly fitted or top-dose-only effect, or another doubt; inactive means no such curve, though single readings can be large; an effect the other way counts as inactive or inconclusive.

SMILES	Chronic BCR inh	Tb PFK inh	TSHR antagonist	TSG101-PTAP inh	ASM inhibitor	TCR act	Integrin act MD	AT treatment	Eya2 inh	Mito fusion act	ELG1 DNA repair
Cc1[nH]n(-c2ccccc2)c(=O)c1C=Nc1cnc2ccccc2c1	19%	2%	-1	1%	-9%	6%	-17%	-2%	-11%	-1%	3%
Cc1cccc(C(=O)NCCNC(=O)c2cccc(C)c2)c1	0%	0%	-2	-3%	1%	1%[46.1 µM]	7%	6%	-2%	-4%	-5%
Cc1cccnc1Nc1nc(-c2ccc(F)cc2)cs1	?	0%	-7	-1%	-1%	-7%	0%	34%	12%	-8%	?
COc1ccc(NC(=O)C2CCCN2S(=O)(=O)c2ccc(C)cc2)cc1 (centres undefined)	3%	-5%	-4	-3%	7%	-3%	-1%	.	-7%	1%	5%
O=C(CSc1ccccn1)N1CCN(C(=O)CSc2ccccn2)CC1	0%	-2%	-3	-3%	-1%	0%	6%	1%	3%	-4%	0%
Cc1cc(NC(=O)c2cccc(Br)c2)n[nH]1	?	-7%	5	-2%	0%	1%	34%	?	2%	11%	?
NS(=O)(=O)c1ccc(CCNS(=O)(=O)Cc2ccc(Cl)cc2)cc1	-2%	-21%	-6	-2%	-2%	-2%	13%	4%	10%	1%	-3%
COC(=O)c1c(SCC(=O)Nc2ccc(C)c(C)c2)nc(=O)[nH]c1C	2%	1%	-2	-6%	3%	5%	3%	44%	4%	1%	6%
O=C(NCc1ccccc1)c1cc(=O)nc2sc(-c3ccccc3)nn12	0%	-1%	-1	0%	-2%	0%	-3%	0%	-6%	0%	-1%
Cc1cc(OC(=O)c2ccc(C(F)(F)F)cc2)c([N+](=O)[O-])c(=O)[nH]1	9%	0%	3	-6%	-1%	2%	8%	4%	-4%	-1%	0%
CC1(C)CC(=O)c2cnn(-c3nc4ccccc4[nH]3)c2C1	-1%	-3%	-1	-11%	-3%	-2%	11%	3%	-13%	17%	?
CC(C)(C)C(=O)C(Cl)C(=O)Nc1ccccc1 (centres undefined)	?	-12%	7	-7%	-3%	3%	-61%[inhibitor]	37%	4%	-28%	?
COc1cccc(C(=O)OCC(=O)c2c(N)n(C)c(=O)n(C)c2=O)c1	?	-2%	5	0%	-3%	-2%	2%	-5%	5%	7%	45%
COc1ccc(C2C(C(C)=O)=C(O)C(=O)N2c2cccnc2)cc1OC (centres undefined)	-4%	-3%	5	-5%	6%	-1%	-15%	4%	23%	0%	5%
CCN(CC(=O)Nc1cc(Cl)ccc1C)C(=O)Cc1ccsc1	0%	-3%	15	-11%	-2%	0%	-8%	3%	-11%	0%	15%
CC(C)(C)c1ccc(OCCCC(=O)Nc2ccc(S(N)(=O)=O)cc2)cc1	7%	-3%	-7	0%	-3%	-4%	-2%	1%	-3%	12%	?
CN1CCN(c2ccc(Cl)cc2NC(=O)c2cccc(S(=O)(=O)N(C)C)c2)CC1	11%	-3%	10	-7%	5%	-3%	-42%[inhibitor]	0%	-8%	-9%	-29%
CC(C)(C)c1ccc(NC(=O)CN2C(=O)NC(C)(C3CC3)C2=O)cc1 (centres undefined)	-1%	-3%	-4	-4%	0%	3%	23%	-5%	13%	-5%	6%
COC(c1ccccc1)c1nnc(CCC(=O)NCc2ccc3ncccc3c2)o1 (centres undefined)	5%	0%	5	-6%	0%	2%	10%	-3%	-1%	-10%	-3%
Cc1cc(C)c(-n2nnnc2SCC(=O)c2cc3ccccc3o2)c(C)c1	2%	-2%	-2	11%	3%	0%	1%	12%	-2%	4%	?
COc1cccc(COC(=O)c2nn(-c3ccccc3)nc2N)c1	8%	1%	-2	0%	3%	1%	0%	13%	-7%	1%	9%
Cc1cccc(C(=O)NCCCNC(=O)c2cccc(C)c2)c1	-10%	-1%	0	-1%	2%	2%	34%	38%	-7%	-4%	-10%
Cc1ccc(Cl)cc1N1CCN(S(=O)(=O)c2ccc3[nH]c(=O)ccc3c2)CC1	-7%	0%	-2	-10%	-4%	-3%	-16%	-1%	-8%	5%	17%
Cc1nn(C)c(C)c1NC(=O)Nc1ccc(Cl)c(Cl)c1	?	-15%	-1	0%	1%	.	-18%	2%	?	13%	1%
O=C(/C=C/c1ccc2c(c1)OCO2)c1ccc(F)cc1	-3%	-10%	-5	-6%	38%	-5%	-17%	9%	-21%	0%	?
Cc1ccc(OCC(=O)NN=C2c3ccccc3-c3ccccc32)cc1	0%	-1%	25	-2%	-3%	0%	5%[7.66 µM]	-2%	-31%	3%	-4%
COCCCNC(=O)C1CCCN(S(=O)(=O)c2ccc(C)cc2)C1 (centres undefined)	7%	-1%	-12	-5%	1%	9%[46.1 µM]	-15%	0%	8%	-1%	-8%
Cc1cccc(NC(=S)NNC(=S)NCc2ccccc2)c1	-10%	-2%	1	-6%	0%	-6%	-12%	2%	17%	4%	8%
CCN(CC)CCCNC(CC(=O)Nc1cccc([N+](=O)[O-])c1)C(=O)O (centres undefined)	1%	0%	8	-5%	3%	1%[46.1 µM]	30%	-9%	-9%	-4%	10%
Cc1ccc(C(=O)N/C(=C\c2sccc2C)C(=O)NCCCN2CCOCC2)cc1	0%	4%	-1	-1%	-9%	2%	54%	-4%	?	-3%	10%
COC(=O)c1sc(S(=O)(=O)Nc2ccc(C)c(C)c2)c(C(=O)OC)c1C	6%	-6%	-2	-1%	-15%	2%[46.1 µM]	4%	5%	-4%	?	15%
Cc1nc(CN2CCN(S(=O)(=O)c3c(Cl)cc(Br)cc3Cl)CC2)cs1	-11%	0%	-6	-4%	-2%	5%	-6%	0%	-10%	9%	-19%
CCCCCCn1c(SCC(=O)c2c(N)n(C)c(=O)n(C)c2=O)nc2ccccc21	2%	3%	-2	1%	0%	0%	-16%	3%	1%	-3%	3%
COCC(=O)N1CCC(Oc2ccc(C(=O)NCc3cnc(C)cn3)cc2)CC1	2%	0%	7	-6%	2%	-5%	2%	7%	-1%	0%	1%
Cc1cc(C)c(N)cc1C	?	1%	28	-1%	4%	-1%	.	-17%	11%	-3%	15%
O=S(=O)(c1ccc(Oc2ccc(S(=O)(=O)N3CCOCC3)cc2)cc1)N1CCOCC1	7%	-3%	-11	-3%	4%	0%	-15%	1%	-1%	1%	?
CCOc1ccccc1C(=O)NCCCN1CCN(CCCNC(=O)c2ccccc2OCC)CC1	?	6%	-2	-4%	1%	8%	-18%	4%	10%	-6%	-5%
COc1cccc(Cn2c(NCC(C)C)nc3c2c(=O)n(C)c(=O)n3C)c1	?	1%	-2	-7%	3%	-1%[46.1 µM]	-36%	.	-2%	12%	-18%
O=C(CNC(=O)c1ccccc1F)NCc1cccnc1	-4%	1%	4	-4%	-13%	-1%	16%	1%	7%	-4%	24%
CN1C(=O)COc2ccc(C(=O)c3ccccc3C(=O)O)cc21	0%	-9%	17	-4%	2%	-5%[46.1 µM]	-22%	7%	4%	-9%	-2%
O=C(Cn1nc(C(=O)O)c2ccccc2c1=O)Nc1ccc(F)cc1F	-6%	-5%	-9	-8%	-1%	5%	0%	-3%	-3%	0%	14%
COc1ccc(-n2nc(C(=O)NCC(=O)NCCCN3CC(C)CC(C)C3)c3ccccc3c2=O)cc1OC (centres undefined)	5%	0%	-11	-2%	-3%	0%	0%	3%	-5%	0%	6%
Cc1ccc(CNC(=O)c2ccc(N3CCC4(CC3)CC(c3ccccc3)=NO4)c(NC(=O)c3cccc(C)c3)c2)cc1	-2%	0%	1	.	0%	-2%	20%	9%	8%	-9%	0%

High-throughput results (PubChem BioAssay)
